CAL PDZ FP-1 – CAL PDZ peptide-binding inhibitors, primary screen, biochemical, fluorescence polarization, Cer-tagged CAL PDZ, HTS | purified CAL PDZ, TMR-peptide fluorescence polarization, 1 h | inhibition, % at 20 µM | hit rate 0.02% among 330,000 | AID 504414, 2011;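 active = highest replicate inhibition of at least 40%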;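 also: plate controls were DMSO neutral control wells for no effect and unlabeled competitor peptide control wells for full effect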
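Assay system – tagged CAL PDZ protein CerCALP, purified · Timing – 1 h at RT · Compound – single point, 20 µM · Measured by – fluorescence polarization from S- and P-plane intensities, G-factor corrected · Evaluation – inhibition from polarization loss · Probe or stimulus – TMR reporter peptide T*-PRC34 · Buffer or medium – pH 7.4 phosphate-saline buffer, reducing agent, detergent, IgG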
MITF TRPM1 HTS – activators of MITF-driven TRPM1 promoter reporter, primary screen, cell-based, SK-MEL-5, luciferase, single point | SK-MEL-5 TRPM1-promoter luciferase, 24 h; % of positive control, neutral wells = 0 | AID 588334, 2011 | hit rate 0.75% among 300,000 | activation, % at 12.5 µM;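 active = mean activation of at least 80% with every replicate also reaching 80%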;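 also: 0% = neutral control wells and 100% = parthenolide positive control wells; values of inactives mirror those of a sister screen read the other way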
NSD2 inh – NSD2 histone methyltransferase inhibitors, primary screen, biochemical, AlphaScreen, single concentration, set 2 | NSD2 peptide methylation, 120 min | inhibition, % at 12.5 µM | Histone-lysine N-methyltransferase NSD2 (Homo sapiens), O96028 | hit rate 0.54% among 310,000; in the data active = inhibition above about 50%
PfHsp90 yeast 2 – growth inhibition of PfHsp90-expressing yeast, primary screen, antimalarial PfHsp90 inhibitor project, S. cerevisiae, BacTiter-Glo luminescence, single point, set 2; inhibition, % at 9.4 µM; BacTiter-Glo ATP, 48 h; yeast lacking PDR1 and PDR3 efflux regulators; hit rate 0.32% among 310,000;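 active = every replicate shows inhibition above about 80%, whatever the replicate mean, limit read from the data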;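 also: 0% = DMSO neutral controls and 100% = 20 µM radicicol positive controls; yeast relying on Plasmodium falciparum Hsp90 in place of its own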
CAL PDZ FP-2 – untagged CAL PDZ binding inhibitors, primary screen, biochemical, fluorescence polarization, HTS | Golgi-associated PDZ and coiled-coil motif-containing protein (Homo sapiens), Q9HD26 | purified CAL PDZ, TMR-peptide fluorescence polarization, 1 h | inhibition, % at 24.9 µM | hit rate 0.92% among 300,000 | AID 602252, 2012;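 active = mean inhibition of at least 30% with at least half of replicates also reaching 30%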;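 also: 0% = DMSO neutral control and 100% = excess unlabeled competitor peptide PRC23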
SR-BI DiI inh – inhibitors of SR-BI mediated HDL lipid uptake, primary screen, ldlA[mSR-BI] cells, fluorescence, single point; inhibition, % at 12.5 µM; hit rate 0.96% among 320,000; ldlA[mSR-BI] CHO cells, DiI-HDL uptake fluorescence, 3 h; Scavenger receptor class B member 1 (Mus musculus), Q61009;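 active = mean replicate inhibition of at least 70% and a set share of replicates each scoring 70 or more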;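 also: 0% = median of neutral control wells and 100% = median of positive control wells; values of inactives mirror those of a sister screen read the other way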
dFosB act – activators of delta FosB homodimer, primary screen, biochemical, fluorescence polarization, TAMRA-CDK5 oligo, single point | purified delta FosB; percent of positive-control signal above neutral wells | activation, % at 25 µM | hit rate 0.99% among 340,000;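 active = mean activation above about 17%, with every replicate also reaching it, limit read from the data, passing the limit was not always enough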;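 also: fluorescence polarization rise as delta FosB binds a TAMRA Cdk5 AP-1 oligo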
Target sequence (P13346 whole entry, looked up): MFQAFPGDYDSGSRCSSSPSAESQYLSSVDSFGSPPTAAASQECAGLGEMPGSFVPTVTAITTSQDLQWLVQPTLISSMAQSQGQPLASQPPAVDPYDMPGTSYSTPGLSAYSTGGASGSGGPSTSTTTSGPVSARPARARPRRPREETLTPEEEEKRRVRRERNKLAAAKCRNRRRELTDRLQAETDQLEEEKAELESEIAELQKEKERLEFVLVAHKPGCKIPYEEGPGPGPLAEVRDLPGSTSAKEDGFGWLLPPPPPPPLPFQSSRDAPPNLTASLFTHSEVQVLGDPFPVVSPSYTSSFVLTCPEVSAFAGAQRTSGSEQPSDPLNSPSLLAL
SR-BI uptake up – activators of SR-BI mediated DiI-HDL uptake, primary screen, ldlA[mSR-BI] CHO cells, DiI fluorescence; activation, % at 12.5 µM; hit rate 0.096% among 320,000; 3 h; 100 = double the neutral-control signal;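 active = mean replicate activation of at least 60% and every replicate at or above 60%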;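 also: 0% = median plate neutral-control signal and 100% = twice that signal; values of inactives mirror those of a sister screen read the other way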
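system = CHO ldlA[mSR-BI] cells, LDL receptor-null, SR-BI overexpressing | medium = Ham's F12 with 0.5% BSA, HEPES 25 mM, pH 7.4 | probe or stimulus = DiI-HDL 10 µg/mL | compound dosing = single-point compound dose | incubation = compound exposure 3 h, 37 °C | technique = DiI fluorescence, bottom read | read-out = cell-associated DiI fluorescence as measure of HDL uptake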
Rtt109 HAT inh – inhibitors of C. albicans Rtt109/Vps75 HAT, primary screen, biochemical, ThioGlo CoA-SH fluorescence, plate reader. Histone acetyltransferase RTT109 (Candida albicans (strain SC5314 / ATCC MYA-2876)), …. purified Rtt109/Vps75, 4 h. inhibition, % at 34.9 µM. hit rate 0.16% among 330,000;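 active = inhibition of at least 50% in every replicate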
Target sequence (Q5AAJ8 whole entry, looked up): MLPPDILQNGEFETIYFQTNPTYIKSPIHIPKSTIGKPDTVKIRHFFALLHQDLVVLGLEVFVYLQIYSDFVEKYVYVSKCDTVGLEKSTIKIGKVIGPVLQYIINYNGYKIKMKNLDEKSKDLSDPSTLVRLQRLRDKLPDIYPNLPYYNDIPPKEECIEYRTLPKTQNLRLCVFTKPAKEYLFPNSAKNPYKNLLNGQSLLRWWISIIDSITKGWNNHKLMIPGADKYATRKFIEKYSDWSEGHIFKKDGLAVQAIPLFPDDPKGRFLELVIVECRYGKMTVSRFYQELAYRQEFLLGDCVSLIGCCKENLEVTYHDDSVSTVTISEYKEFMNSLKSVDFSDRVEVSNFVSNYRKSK
PvdQ acylase – P. aeruginosa PvdQ acylase inhibitors, primary screen, biochemical, fluorescence, plate reader and imaging, single point. PvdQ acylase [Pseudomonas aeruginosa LESB58]. inhibition, % at 10 µM. AID 488965, 2010. hit rate 0.063% among 340,000. purified PvdQ acylase; in the data active = inhibition above about 30%, passing the limit was not always enough;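 also: 0% = vehicle neutral wells and 100% = reference inhibitor wells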
* hit, by the source's call; . = no result given.

SMILES | CAL PDZ FP-1 | MITF TRPM1 HTS | NSD2 inh | PfHsp90 yeast 2 | CAL PDZ FP-2 | SR-BI DiI inh | dFosB act | SR-BI uptake up | Rtt109 HAT inh | PvdQ acylase
CCCC(=O)N1CCCC(C(=O)c2ccc(OC)c(OC)c2)C1 (stereo unspecified) | . | -15 | -1 | 5 | -2 | 3 | -3 | -3 | 4 | -14
COc1ccccc1N1CCN(C(=O)[C@H](C)NS(=O)(=O)c2ccc3c(c2)OCCCO3)CC1 | 0.4 | 7 | -1 | . | 0 | -3 | -3 | 3 | 8 | -10
NC(=O)C1CCN(Cc2nc3cc(Cl)ccc3c(=O)[nH]2)CC1 | -0.6 | -2 | . | 23 | -2 | 3 | -3 | . | -6 | -3
CC(C)NC(=O)NNC(=O)c1cc(COc2cc(Cl)cc(Cl)c2)on1 | -0.6 | 0 | -1 | -5 | -4 | 4 | -10 | -4 | 9 | -9
Cc1ccc(S(=O)(=O)N2CCCCC2)c2nsnc12 | 0.0 | -1 | -4 | 4 | . | . | 3 | . | -6 | -5
Cc1noc(NS(=O)(=O)c2ccc(NC(=O)CSc3nc4ccccc4s3)cc2)c1C | -0.9 | -17 | 3 | 15 | -3 | -13 | -14 | 13 | 9 | -10
C/C=C1\COC(C(=O)NCc2ccncc2)(C(F)(F)F)C=C1C=C1CCCCC1 (stereo unspecified) | 0.0 | 1 | . | 10 | -3 | 16 | 0 | -16 | -5 | 3
O=C(NNS(=O)(=O)c1ccc(Cl)cc1)NC1CCCCC1 | 0.8 | . | 0 | -26 | . | 8 | 5 | -8 | 3 | -13
CC(c1ccco1)N(C(=O)c1ccc(C(F)(F)F)cc1)c1ccccn1 (stereo unspecified) | -1.7 | 11 | 1 | 3 | -4 | -1 | -5 | 1 | -1 | 13
Cc1cccc(N(C(=O)CNC(=O)c2cccs2)C(C(=O)NC2CCCC2)c2ccncc2)c1 (stereo unspecified) | -1.9 | -1 | 4 | -70 | -1 | -8 | -1 | 8 | -11 | -6

Full records, quoted from the list.
COc1ccccc1N1CCN(C(=O)[C@H](C)NS(=O)(=O)c2ccc3c(c2)OCCCO3)CC1 is entered as CAL PDZ FP-1 = 0.4; MITF TRPM1 HTS = 7; NSD2 inh = -1; PfHsp90 yeast 2 = .; CAL PDZ FP-2 = 0; SR-BI DiI inh = -3; dFosB act = -3; SR-BI uptake up = 3; Rtt109 HAT inh = 8; PvdQ acylase = -10
Cc1cccc(N(C(=O)CNC(=O)c2cccs2)C(C(=O)NC2CCCC2)c2ccncc2)c1 (stereo unspecified) is entered as CAL PDZ FP-1 = -1.9; MITF TRPM1 HTS = -1; NSD2 inh = 4; PfHsp90 yeast 2 = -70; CAL PDZ FP-2 = -1; SR-BI DiI inh = -8; dFosB act = -1; SR-BI uptake up = 8; Rtt109 HAT inh = -11; PvdQ acylase = -6

Continuation.
SMILES | CAL PDZ FP-1 | MITF TRPM1 HTS | NSD2 inh | PfHsp90 yeast 2 | CAL PDZ FP-2 | SR-BI DiI inh | dFosB act | SR-BI uptake up | Rtt109 HAT inh | PvdQ acylase
CCc1ccc(NC(=O)COc2coc(CN3CCc4ccccc4C3)cc2=O)cc1 | -2.4 | -13 | -1 | 9 | -2 | 27 | -15 | -27 | 28 | 3
CCOCCCNC(=O)c1ccc(C2SCC(=O)N2Cc2ccccc2)cc1 (stereo unspecified) | 12 | -1 | -2 | -16 | -4 | . | -12 | . | -12 | -15
Cc1ccc(NC(=O)c2ccco2)c(NC(=O)CN2C(=O)c3ccccc3C2=O)c1 | -1.9 | 4 | 0 | -2 | 0 | -1 | 7 | 1 | -15 | -5
NC(=O)c1cc2c3ccccc3ccn2c1-c1ccccc1 | -0.2 | -22 | 0 | 16 | -2 | 21 | -12 | -21 | 3 | 2
O=C(O)COc1ccccc1C=NNC(=O)c1ccccc1NS(=O)(=O)c1cccs1 | -0.4 | 10 | 1 | . | . | -10 | -3 | 10 | -6 | -7
COc1c(Br)cc2c(C)c(C(=O)O)oc2c1Br | -5.0 | -10 | 0 | 44 | -1 | -24 | -7 | 24 | -1 | -11
Cc1cc(/C=C2/SC(=S)N(c3cccc(C(F)(F)F)c3)C2=O)c(C)n1-c1cccnc1 | -2.7 | -6 | . | 2 | 0 | 76* | -10 | -76 | 4 | 4
COc1cc(C)ccc1OCCCOc1ccccc1Br | -0.2 | 60 | -4 | -7 | -5 | 18 | -2 | -18 | -6 | -6
Cc1cc(C)c(NC(=O)COC(=O)C2CCC(=O)N2)c(C)c1 (stereo unspecified) | -1.2 | 8 | -4 | -3 | . | 0 | 2 | 0 | 9 | -1
CC(=O)Nc1ccc(OCC(O)CN2C(C)(C)CC(O)CC2(C)C)cc1 (stereo unspecified) | -0.3 | -1 | 5 | -8 | -6 | -24 | -4 | 24 | 11 | 6

The list goes on, starting with the last 3 of the part before.
SMILES | CAL PDZ FP-1 | MITF TRPM1 HTS | NSD2 inh | PfHsp90 yeast 2 | CAL PDZ FP-2 | SR-BI DiI inh | dFosB act | SR-BI uptake up | Rtt109 HAT inh | PvdQ acylase
COc1cc(C)ccc1OCCCOc1ccccc1Br | -0.2 | 60 | -4 | -7 | -5 | 18 | -2 | -18 | -6 | -6
Cc1cc(C)c(NC(=O)COC(=O)C2CCC(=O)N2)c(C)c1 (stereo unspecified) | -1.2 | 8 | -4 | -3 | . | 0 | 2 | 0 | 9 | -1
CC(=O)Nc1ccc(OCC(O)CN2C(C)(C)CC(O)CC2(C)C)cc1 (stereo unspecified) | -0.3 | -1 | 5 | -8 | -6 | -24 | -4 | 24 | 11 | 6
O=C(Cc1ccc(-n2c(=O)c3ccccc3n(CC(=O)Nc3ccc(F)cc3F)c2=O)cc1)NCc1ccco1 | -1.8 | -12 | 1 | -15 | -4 | 33 | 15 | -33 | 4 | -7
COc1cccc(OCC(=O)N2CCC3(CC2)CC(=O)c2ccccc2O3)c1 | -0.7 | 0 | 2 | 16 | -3 | -6 | -11 | 6 | 3 | -9
O=[N+]([O-])c1ccc(S(=O)(=O)NCC(c2ccco2)N2CCc3ccccc3C2)cc1 (stereo unspecified) | 1.2 | -6 | 3 | -4 | -4 | 3 | 14 | -3 | 13 | -3
CC(C)[C@H](NC(=O)C1CCN(S(=O)(=O)c2ccccc2)CC1)C(=O)NCc1ccccn1 | -0.2 | 17 | -4 | -7 | 7 | -18 | 3 | 18 | -4 | -15
CCc1cccc(NC(=O)CCS(=O)(=O)c2ccc(Br)cc2)c1 | -0.2 | -14 | 9 | -5 | 1 | 10 | -16 | -10 | 0 | -11
Cc1cccc(N2CCN(CC(O)COc3ccccc3Cl)CC2)c1 (stereo unspecified) | -1.0 | 1 | 22 | -6 | 7 | 0 | 2 | 0 | -3 | 9
Cc1ccccc1-n1c(SCc2c(C)noc2C)nnc1-c1cccnc1 | 0.5 | 3 | -4 | 12 | -3 | -2 | 2 | 2 | -7 | -5
CC(OC(=O)c1ccccc1NCc1ccco1)C(=O)Nc1ncc(Cl)cc1Cl (stereo unspecified) | -0.6 | . | -1 | 1 | . | 57 | 3 | -57 | 2 | -10
COc1ccc(-n2c(=O)c(NC(=O)c3ccccc3)c3n(c2=S)CCCCC3)cc1 | -2.8 | -1 | 3 | 10 | -2 | -17 | -3 | 17 | 15 | -5
Cc1cccc([C@@H]2[C@@H]3C(=O)N(Cc4ccccc4)C(=O)[C@@H]3[C@]3(C)C(=O)N(c4ccc(C(F)(F)F)cc4)C(=O)N23)c1 | 0.3 | -4 | . | -12 | 2 | -3 | 2 | 3 | 3 | 3
CCC1CCCCN1C(=S)NCc1ccccc1 (stereo unspecified) | -1.1 | -4 | 10 | 7 | -4 | -18 | -7 | 18 | -10 | -4
COc1ccc(-c2cc(C(F)(F)F)nc(SCC(=O)NCc3cnn(C)c3C)n2)cc1OC | -2.7 | 2 | -3 | -20 | 2 | 10 | 10 | -10 | -8 | -5
CC(C)NS(=O)(=O)c1ccc(NC(=S)NC(=O)c2ccc(-c3ccccc3)cc2)cc1 | -1.2 | 14 | -6 | -12 | . | 37 | -11 | -37 | 1 | 3
Cc1ccc(NC(=O)CNC(=O)Cn2cnc3sc(C)c(C)c3c2=O)cc1F | -2.2 | 4 | 2 | -56 | 3 | 26 | 7 | -26 | -4 | 5
COc1ccc(CNC(=O)C(C)n2nc(C)c3c(C)n(-c4ccccc4)nc3c2=O)c(OC)c1 (stereo unspecified) | -1.6 | -11 | -2 | 15 | -1 | 45 | -16 | -45 | 5 | -10
COc1ccccc1NC(=O)CSc1nc(SC)ns1 | -2.0 | 19 | -5 | -21 | 0 | 3 | -6 | -3 | -4 | -7
CCOCN(C(=O)Cn1c(C(C)O)nc2ccccc21)c1c(C)cccc1CC (stereo unspecified) | -0.9 | -4 | 0 | -2 | -2 | -12 | -8 | 13 | 6 | -15
CCc1cccc(CC)c1NC(=S)NCc1ccc2c(c1)OCO2 | -0.7 | -1 | -1 | -31 | -3 | 16 | -4 | -16 | 2 | -12
COc1ccc(NC(=O)CCc2c(C)nn(-c3ccc(N4CCOCC4)nn3)c2C)cc1 | -0.4 | 25 | -5 | 13 | -4 | 43 | -6 | -43 | 8 | 11
CC(C)(C)NC(=O)c1nc2nc(-c3ccccc3)cc(C(F)(F)F)n2n1 | -0.8 | -6 | -3 | -19 | -3 | 35 | 2 | -35 | 8 | -2
CCS(=O)(=O)Nc1ccc(Cc2ccc(NS(=O)(=O)CC)cc2)cc1 | -0.6 | 4 | -9 | -9 | 7 | -27 | -2 | 27 | 5 | -3

Compound activity (PubChem)

The order is random (roughly 4.3% active in at least one column).
